HTR5A inv ag = HTR5A inverse agonism, opioid heterodimer counter-screen. inhibition, % at 9.3 µM. AID 504634. P47898. HTR5A cell line, luminescence. actives 0.083% (n = 340,000); in the data active = inhibition mostly above about 23%, no sharp cut-off; inactive = mostly below about 18%;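 note: 0% = cells with DMSO and 100% = no-cell wells with DMSO; some compounds called inactive have numbers as strong as hits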
Target sequence (P47898 whole entry, looked up): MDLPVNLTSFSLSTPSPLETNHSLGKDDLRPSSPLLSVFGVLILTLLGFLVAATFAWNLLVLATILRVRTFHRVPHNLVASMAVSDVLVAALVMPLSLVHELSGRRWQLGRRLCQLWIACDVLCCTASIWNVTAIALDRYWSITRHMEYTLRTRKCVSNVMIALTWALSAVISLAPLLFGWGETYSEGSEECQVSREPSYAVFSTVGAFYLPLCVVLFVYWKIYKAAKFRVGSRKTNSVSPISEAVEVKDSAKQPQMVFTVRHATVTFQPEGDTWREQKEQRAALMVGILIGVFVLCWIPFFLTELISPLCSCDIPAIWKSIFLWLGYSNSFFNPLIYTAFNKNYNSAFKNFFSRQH
V-ATPase pHluor = regulators of yeast V-ATPase proton transport; S. cerevisiae, pHLuorin cytosolic pH fluorescence; response, % at 10 µM; actives 0.37% (n = 350,000); in the data active = response mostly above about 7.3%, no sharp cut-off; inactive = mostly below about 5.4%; note: actives read high; inactives centre near 0; some compounds called inactive have numbers as strong as hits; reference of the scale not given here
RTF Ca sens inh = cardiac RTF calcium desensitization; IANBD-labeled cardiac RTF, Ca2+ fluorescence; actives 0.12% (n = 340,000); AID 493244; inhibition, % at 7.15 µM;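 active = inhibition above the mean inhibition of all tested compounds plus 3 SD, cut at about 17% in these data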;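 note: assay run at fixed EC70 calcium of 1.6 mM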
MOR-DOR inv ag = inverse agonists of human mu-delta opioid receptor heterodimerization; P35372+P41143; cell-based MOR-DOR heterodimer luminescence, inverse agonism; inhibition, % at 9.3 µM; actives 0.21% (n = 340,000); AID 504357; in the data active = inhibition above about 22%, passing the limit was not always enough;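 note: 0% = cells with DMSO and 100% = wells without cells with DMSO; values of inactives mirror those of a sister screen read the other way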
CAL PDZ FP = inhibitors of human CAL PDZ peptide binding; purified CAL PDZ, TMR-peptide fluorescence polarization, 1 h; inhibition, % at 24.9 µM; actives 0.92% (n = 300,000); AID 602252;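 active = mean inhibition of at least 30% with at least half of replicates also reaching 30%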;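 note: 0% = DMSO neutral control and 100% = excess unlabeled competitor peptide PRC23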
Keap1 Nrf2 FP = Keap1-Nrf2 (human) interaction inhibition; inhibition, % at 9.4 µM; Keap1 Kelch-Nrf2 peptide fluorescence polarization, 1536-well; Q14145; AID 504523; actives 0.15% (n = 340,000); in the data active = inhibition above about 12%;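 note: human Keap1 Kelch domain with fluorescein labeled Nrf2 9mer peptide probe; 0% = neutral control wells and 100% = peptide positive control; higher means more block of Keap1 binding to Nrf2 peptide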
Target sequence (Q14145 whole entry, looked up, the tested form may be a part): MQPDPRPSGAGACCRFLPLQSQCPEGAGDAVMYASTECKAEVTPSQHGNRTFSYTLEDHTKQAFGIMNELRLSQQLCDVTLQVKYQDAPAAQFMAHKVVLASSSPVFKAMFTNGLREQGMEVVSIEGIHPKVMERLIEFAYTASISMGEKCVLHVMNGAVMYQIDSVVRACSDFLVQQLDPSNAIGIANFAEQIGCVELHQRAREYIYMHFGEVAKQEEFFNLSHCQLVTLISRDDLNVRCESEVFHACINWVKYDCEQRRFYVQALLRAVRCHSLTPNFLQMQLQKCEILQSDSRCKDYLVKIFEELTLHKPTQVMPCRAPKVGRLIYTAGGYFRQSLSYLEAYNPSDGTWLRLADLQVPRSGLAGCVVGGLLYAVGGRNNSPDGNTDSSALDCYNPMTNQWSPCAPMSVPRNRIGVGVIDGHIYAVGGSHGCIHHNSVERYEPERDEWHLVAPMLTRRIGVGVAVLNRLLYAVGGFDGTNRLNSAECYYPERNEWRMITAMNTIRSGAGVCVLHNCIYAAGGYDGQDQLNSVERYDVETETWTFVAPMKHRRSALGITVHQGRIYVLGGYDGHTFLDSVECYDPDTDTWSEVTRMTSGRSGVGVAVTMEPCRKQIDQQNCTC
HTR5A ag = counter-screen for OPRM1-OPRD1 agonists: human HTR5A agonism; P47898; AID 504692; HTR5A agonist assay, luminescence, cell-based; activation, % at 9.3 µM; actives 0.61% (n = 340,000); in the data active = activation mostly above about 9.5%, no sharp cut-off; inactive = mostly below about 7.6%;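 note: 0% = cells with vehicle only and 100% = reference agonist; strong numbers were not always called active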
cardiac RTF act = cardiac RTF calcium sensitization; P19429+P45379; IANBD-labeled TnC RTF fluorescence at EC20 calcium; 0% EC20 calcium, 100% full calcium; activation, % at 7.2 µM; actives 0.24% (n = 340,000); AID 493008;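 active = activation above the mean over all tested compounds plus 3 SD, cut at about 30% in these data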;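 note: rise in fluorescence read as greater calcium sensitivity of cardiac thin filaments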
MOR-DOR ag = agonists of human mu-delta opioid receptor heterodimerization | P35372+P41143 | cells, OPRM1-OPRD1 heterodimerization, luminescence | activation, % at 9.3 µM | actives 0.3% (n = 340,000); in the data active = activation above about 18%;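 note: 0% = vehicle-treated cells and 100% = reference agonist; values of inactives mirror those of a sister screen read the other way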
C-LANA FP = blocks KSHV LANA C-terminal domain binding to DNA; MBP-C-LANA/FAM-LBS DNA binding, fluorescence polarization; inhibition, % at 9 µM; actives 0.078% (n = 340,000); AID 504423;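 active = highest replicate inhibition at or above 60% at 9 µM, even if other replicates fall short; inactive = all replicates below 60% inhibition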;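 note: 0% = neutral control wells and 100% = 4 µM acridine orange control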
Numbers without * were called inactive; x = not tested or not shown.

entry	compound	HTR5A inv ag	V-ATPase pHluor	RTF Ca sens inh	MOR-DOR inv ag	CAL PDZ FP	Keap1 Nrf2 FP	HTR5A ag	cardiac RTF act	MOR-DOR ag	C-LANA FP
1	COc1ccc(S(=O)(=O)Oc2ccccc2C(=S)N2CCOCC2)cc1	-13	3	-4	11	-3	-3	3	-7	-1.9	-3.5
2	COc1cc(=O)oc(-c2ccccc2)c1C(C)=O	12	-5	-7	10	-1	-1	-4	10	-1.9	0.1
3	Cc1cc(NCCN2CCOCC2)n2c(nc3ccccc32)c1C#N	-3	-1	2	9	-1	-2	-4	10	-1.5	0.1
4	O=C(COc1coc(CN2CCN(c3ccccc3)CC2)cc1=O)N1CCc2ccccc21	2	1	-13	4	-1	0	-1	1	-0.7	0.7
5	Cc1cc([N+](=O)[O-])nn1Cc1ccc(C(=O)N/N=C/c2ccc(O)cc2O)cc1	-12	-4	-1	6	-1	-3	5	-13	-1.0	-0.7
6	Cc1nn(-c2ccccc2)c(N2CCCC2)c1C=O	6	-1	-6	8	-8	-5	-2	1	-1.5	0.1
7	COc1ccc(C(=O)C2CCN(S(=O)(=O)c3ccc4c(c3)OCCO4)CC2)cc1	0	1	-8	9	x	2	0	-5	-1.6	-0.3
8	COC(=O)c1cccc(C(=O)N2CCCC(CNC(=O)c3ccccc3Cl)C2)c1 (stereo not drawn)	12	-1	0	0	-3	-1	-1	-2	0.0	0.2
9	CCN(CC(=O)Nc1ccccc1C(F)(F)F)C(=O)c1ccccc1SCC(=O)N1CCCC1	8	1	6	15	-5	0	-3	1	-2.7	0.2
10	Cc1ccc(NS(=O)(=O)c2ccc(-n3cccn3)cc2)c(C)c1	-1	0	1	-9	-7	2	3	-6	1.8	-0.9
11	O=C(NCc1ccc2[nH]c3c(c2c1)CCCC3)c1ccc(S(=O)(=O)N2CCOCC2)cc1	-5	5	-4	0	x	-9	4	6	0.0	-0.4
12	S=C(Nc1ccc2c(c1)OCCO2)Nc1ccc2c(c1)OCO2	6	2	-17	8	x	-5	-2	6	-1.6	0.7
13	COc1cccc(C(=O)NC2CCCc3c2cnn3-c2ccc(C)c(C)c2)c1OC (stereo not drawn)	10	-2	-2	2	-6	-2	-4	1	-0.5	-0.2
14	COc1cc(O)c(C(CC(=O)N2CCCC2)c2cc(OC)c(OC)c(OC)c2)c(OC)c1 (stereo not drawn)	6	0	7	17	0	0	-2	-1	-2.9	9.4
15	COc1cc(OC)cc(-c2c(-c3cccs3)c3cc(-c4ccc5cc[nH]c5c4)ccc3n2C)c1	-18	6	-6	-6	-1	-3	1	12	1.1	-0.6
16	O=C(CC1C(=O)NCCN1Cc1ccc(F)cc1)NCCN1CCCc2ccccc21 (stereo not drawn)	1	-4	-7	6	-5	2	1	1	-0.9	1.1
17	CC(=O)Nc1ccccc1C(=O)C(=O)Nc1cccc(F)c1	-15	5	-13	-12	1	-4	1	7	2.3	-1.9
18	Cc1ccc(OCc2ccc(C(=O)Nc3nccs3)o2)cc1C	2	-3	8	9	-1	-6	1	0	-1.5	1.7
19	Cc1nn(-c2ccc(N3CCOCC3)nn2)c(C)c1CCC(=O)NCc1ccc(F)cc1	25	1	3	14	-3	-5	5	5	-2.6	1.6
20	Cc1nc2ccc(NC(=O)c3cccnc3)cc2s1	0	7	0	11	1	-2	0	-3	-2.3	0.4
21	S=C(NCCc1c[nH]c2ccccc12)NC1CCCCC1	18	-1	0	-12	-3	-3	-7	-2	2.1	-2.0
22	CCOC(OCC)P(=O)(c1ccccc1)c1ccccc1	-2	6	-13	11	1	-2	2	-1	-2.1	-0.5
23	C=C(C)COc1ccc2c3c(c(=O)oc2c1OCC(=C)C)CCC3	9	-2	0	-13	0	-1	-2	0	2.2	3.3
24	Brc1ccc2ncc(Br)cc2c1	-8	-3	-3	10	11	0	1	-2	-1.6	-2.0
25	C[C@@H]1COC(=O)[C@H](CC(=O)OC(C)(C)C)C/C=C\C[C@@H](CC(=O)N[C@H](CO)Cc2ccccc2)C(=O)N1	-34	1	-8	11	2	4	-1	5	-2.0	0.8
26	CCOC(=O)c1csc(NC(=O)c2ccc(S(=O)(=O)N(C)C)cc2)n1	-10	0	6	6	-1	1	1	-4	-1.1	1.0
27	CCC(C)c1ccccc1OCCn1ccnc1 (stereo not drawn)	-3	0	-18	4	-1	0	6	-7	-0.7	1.5
28	CC(C)CC(=O)Nc1cccc(-c2nc3ccccc3[nH]2)c1	-3	-4	-7	11	-1	-4	1	-5	-2.1	19
29	O=C(c1cc(COc2c(F)cccc2F)on1)N1CCC(c2ccccc2F)C1 (stereo not drawn)	-1	2	-11	-44	4	-6	1	9	8.3	1.2
30	Cc1ccc(C)c(OCCCC(=O)Nc2nccs2)c1	-27	-2	-7	-11	-4	-1	3	1	1.9	1.4
31	O=S(=O)(Nc1cc(C(F)(F)F)ccc1N1CCOCC1)c1ccc2ccccc2c1	27	-4	3	-13	0	-1	7	6	2.4	4.2
32	CC(=O)c1sc(NC(=O)C2CCCN2S(=O)(=O)c2ccccc2F)nc1C (stereo not drawn)	11	6	7	13	-4	-1	-1	-2	-3.2	1.9
33	Cc1ccc(CNC(=O)C2CCCC2)cc1	12	-1	0	8	-4	0	2	10	-1.4	0.4
34	COC(=O)c1c(C)oc(C)c(C(=O)OC)c1=O	-30	3	-6	12	1	-1	13	-8	-2.9	-1.6
35	CCCCn1c(N2CCCC2)nc2c1c(=O)[nH]c(=O)n2C	-3	-3	-6	16	-2	2	1	-2	-3.5	-0.5
36	O=C(Nc1ccccc1)c1ccc(Nc2c([N+](=O)[O-])cc([N+](=O)[O-])c3ccccc23)cc1	-36	-3	-10	3	-7	5	1	4	-0.6	-2.7
37	Cc1ccccc1N1CCN(C2=NC(=O)/C(=C\c3cccs3)S2)CC1	16	2	19*	5	-6	1	-3	0	-1.1	0.1
38	O=C(NCCN1CCCCC1)c1cc2ccccc2[nH]1	-5	-4	-15	-7	-2	-4	1	-5	1.2	-0.2
39	COc1ccc(S(=O)(=O)Nc2ccccc2)cc1	16	-3	-8	13	-9	-3	2	0	-2.6	-0.3
40	CC(C)CC(=O)n1sc(NC(=O)c2ccccc2)nc1=O	-12	-3	-6	-1	-4	0	-3	10	0.1	0.5
41	CCc1c(C)nc(SCC(=O)Nc2nc(-c3ccc(OC)cc3)cs2)[nH]c1=O	14	-2	-5	0	1	-1	-3	-1	0.1	0.0
42	COc1ccc(-c2cccc(-c3cc(=O)oc4ccc(C(C)(C)C)cc34)c2)cc1	11	0	0	13	-1	-1	-3	-3	-2.7	0.8
43	CC(=O)C1=C(O)C(=O)N(c2nccs2)C1c1ccccc1 (stereo not drawn)	12	0	-5	16	-3	-9	-1	-2	-3.4	-2.1
44	O=C(NC1CCCCC1)c1ccccc1NC(=S)NC(=O)C1CCC1	-8	-1	-19	16	-8	4	-4	16	-3.2	0.7
45	O=C(CSCc1ccccc1)Nc1cccc(C(=O)Nc2ccccc2C(=O)O)c1	-16	5	-4	12	x	-3	0	8	-2.4	-1.0
46	CO/N=C(\C(=O)O)c1csc(NN=C(C)C)n1	5	-1	-6	0	2	-5	-2	4	0.0	0.1
47	Cc1occc1-c1nnc(SCC(=O)NCc2ccc3c(c2)OCO3)n1CC(C)C	21	0	-3	-3	-6	-5	6	2	0.6	0.4
48	COc1ccc(CCCC(=O)NC(C)c2ccccc2)cc1 (stereo not drawn)	16	4	15	-1	-3	2	3	7	0.1	0.6
49	CC1(C)CC(NC(=S)NC2CC2)CC(C)(C)N1	3	1	-2	9	2	-4	-1	-4	-1.8	-5.0
50	CC(C)n1cc(/C=C/c2cc[n+](C)cc2)c2ccccc21	15	-74	-475	-4	-4	-222	-4	344*	0.8	-30

Going on with the list.
entry	compound	HTR5A inv ag	V-ATPase pHluor	RTF Ca sens inh	MOR-DOR inv ag	CAL PDZ FP	Keap1 Nrf2 FP	HTR5A ag	cardiac RTF act	MOR-DOR ag	C-LANA FP
51	O=C(C1CCN(S(=O)(=O)c2ccccc2)CC1)N1CCc2ccccc21	-20	4	3	8	x	3	8	-2	-2.1	0.4
52	O=S(=O)(NCc1ccccc1)c1ccc(S(=O)(=O)N(Cc2ccccn2)Cc2ccco2)cc1	-1	3	1	-8	-3	2	4	5	1.4	0.8
53	CCOc1ccc(C(=O)C(CN2CCOCC2)c2ccccc2)cc1 (stereo not drawn)	2	-1	-29	-2	-3	-3	2	-2	0.4	-0.1
54	C[C@H](CO)N1C[C@H](C)[C@@H](CN(C)Cc2ccc(-c3ccccc3)cc2)Oc2c(NS(=O)(=O)c3cn(C)cn3)cccc2C1=O	4	0	-8	10	-2	0	8	-1	-2.1	2.0
55	O=C(CSCc1ccccc1)N1CCN(C(=O)c2ccco2)CC1	-10	0	0	6	0	-4	-4	4	-1.1	0.0
56	CCOC(=O)c1ccc(NC(=O)C(C)N2C(=O)c3ccccc3C2=O)cc1 (stereo not drawn)	13	-2	0	-4	-2	1	-1	2	0.6	0.7
57	COc1cccc(/C=C2\SC(=S)N(CCCC(=O)N3CCCCC3CCO)C2=O)c1 (stereo not drawn)	15	-2	-1	8	88*	-9	-2	3	-1.5	-1.8
58	Cc1ccc(C(C(=O)NC2CCCC2)N(C(=O)Cc2cccs2)c2ccc3c(c2)OCCO3)cc1 (stereo not drawn)	-4	0	0	13	-4	-5	-3	2	-2.3	0.7

Excerpt, entries 50 to 58
entry	compound	HTR5A inv ag	V-ATPase pHluor	RTF Ca sens inh	MOR-DOR inv ag	CAL PDZ FP	Keap1 Nrf2 FP	HTR5A ag	cardiac RTF act	MOR-DOR ag	C-LANA FP
50	CC(C)n1cc(/C=C/c2cc[n+](C)cc2)c2ccccc21	15	-74	-475	-4	-4	-222	-4	344*	0.8	-30
51	O=C(C1CCN(S(=O)(=O)c2ccccc2)CC1)N1CCc2ccccc21	-20	4	3	8	x	3	8	-2	-2.1	0.4
52	O=S(=O)(NCc1ccccc1)c1ccc(S(=O)(=O)N(Cc2ccccn2)Cc2ccco2)cc1	-1	3	1	-8	-3	2	4	5	1.4	0.8
53	CCOc1ccc(C(=O)C(CN2CCOCC2)c2ccccc2)cc1 (stereo not drawn)	2	-1	-29	-2	-3	-3	2	-2	0.4	-0.1
54	C[C@H](CO)N1C[C@H](C)[C@@H](CN(C)Cc2ccc(-c3ccccc3)cc2)Oc2c(NS(=O)(=O)c3cn(C)cn3)cccc2C1=O	4	0	-8	10	-2	0	8	-1	-2.1	2.0
55	O=C(CSCc1ccccc1)N1CCN(C(=O)c2ccco2)CC1	-10	0	0	6	0	-4	-4	4	-1.1	0.0
56	CCOC(=O)c1ccc(NC(=O)C(C)N2C(=O)c3ccccc3C2=O)cc1 (stereo not drawn)	13	-2	0	-4	-2	1	-1	2	0.6	0.7
57	COc1cccc(/C=C2\SC(=S)N(CCCC(=O)N3CCCCC3CCO)C2=O)c1 (stereo not drawn)	15	-2	-1	8	88*	-9	-2	3	-1.5	-1.8
58	Cc1ccc(C(C(=O)NC2CCCC2)N(C(=O)Cc2cccs2)c2ccc3c(c2)OCCO3)cc1 (stereo not drawn)	-4	0	0	13	-4	-5	-3	2	-2.3	0.7

Compound activity from PubChem BioAssay.
